PAX8 inh HTS = lowers PAX8-driven luciferase in RMG-I cells. RMG-I TPO-luciferase reporter, SteadyGlo, 24 h. inhibition, % at 12.6 µM. 360,000 tested, 1.2% active;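 active means mean replicate inhibition at least 60% with every replicate also reaching 60%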;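 further: luciferase light reporting Pax8 driven TPO promoter activity; plate controls were median of neutral control wells for no effect and mitoxantrone controls for full effect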
CASP6 VEID inh = inhibitors of human caspase-6. inhibition, % at 12.5 µM. purified caspase-6, Z-VEID-R110 cleavage fluorescence. 350,000 tested, 0.53% active;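 active means mean inhibition across replicates at least about 35%, with every replicate also reaching that limit, limit read from the data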;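 further: 0% = median of neutral control wells and 100% = no fluorescence left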
Target sequence (P55212 24-179 limits assumed): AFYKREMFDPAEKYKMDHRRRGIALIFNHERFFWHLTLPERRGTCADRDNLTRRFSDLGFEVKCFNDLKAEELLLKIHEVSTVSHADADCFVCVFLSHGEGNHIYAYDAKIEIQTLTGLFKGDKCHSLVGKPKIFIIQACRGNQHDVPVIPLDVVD
Target sequence (P55212 194-293 limits assumed): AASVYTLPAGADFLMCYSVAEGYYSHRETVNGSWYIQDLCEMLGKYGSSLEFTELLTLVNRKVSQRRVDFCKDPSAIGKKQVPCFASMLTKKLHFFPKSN
SIRT5 block = blocks human SIRT5 desuccinylation of peptide | inhibition, % at 15 µM | 330,000 tested, 1.1% active | Purified SirT5, succinyl-peptide AMC, trypsin-coupled fluorescence | Q9NXA8; in the data active means inhibition above about 15%
Target sequence (Q9NXA8 whole entry, looked up): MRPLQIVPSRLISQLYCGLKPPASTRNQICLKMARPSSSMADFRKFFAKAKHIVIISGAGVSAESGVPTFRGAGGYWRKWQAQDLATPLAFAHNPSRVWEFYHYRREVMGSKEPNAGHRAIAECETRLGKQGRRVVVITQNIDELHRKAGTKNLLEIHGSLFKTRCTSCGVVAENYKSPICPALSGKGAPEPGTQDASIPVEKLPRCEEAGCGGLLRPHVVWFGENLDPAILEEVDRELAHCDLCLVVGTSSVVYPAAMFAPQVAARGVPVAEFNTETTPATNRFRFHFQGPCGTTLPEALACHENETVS
ARNT-TACC3 inh = disruptors of human ARNT/TACC3 interaction; Q9Y6A5; AID 623870; inhibition, % at 9.99 µM; AlphaScreen His-ARNT PAS-B/GST-TACC3 binding, luminescence; TACC3 fragment carries E629A point mutation; 390,000 tested, 0.66% active;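 active means mean inhibition of replicates at least 50% and at least half of replicates each reaching 50%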;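 further: 0% = complete ARNT plus TACC3 wells and 100% = ARNT alone without TACC3; many hits fall short of the cut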
DENV2 CPE = inhibitors of DENV2 cytopathic effect; 350,000 tested, 1.7% active; DENV2-infected cells, cytopathic effect rescue, plate reader; CPE inhibition, % at 9.99 µM; in the data active means CPE inhibition above about 20%, passing the limit was not always enough; tested in BHK-21 cells;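 further: 0% = median of neutral control wells and 100% = median of positive control wells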
EWS-Fli block = inhibitors of EWS/Fli oncoprotein transcriptional activity | A673 NR0B1-luciferase reporter, viability-normalised | AID 651661 | inhibition, % at 12.6 µM | 350,000 tested, 0.67% active;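 active means mean inhibition of at least 50% after viability correction, with every replicate also passing that limit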;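 further: firefly luciferase signal divided by Alamar Blue viability fluorescence both relative to DMSO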
LGR2 antag = inhibitors of bursicon-induced Drosophila LGR2 receptor cAMP signaling. HEK293 LGR2, CRE-luciferase, bursicon-stimulated, 4 h. AID 720647. 380,000 tested, 0.35% active. inhibition, % at 9.99 µM;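 active means drop in luminescence signal, shown as inhibition above about 50% in the replicate tests, limit read from the data, passing the limit was not always enough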;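 further: agonist challenge used bursicon conditioned medium at about half maximal strength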
Starred values were filed as active, the others as inactive.

What do the screens show for `CCCn1ncc([C@@H]2C[C@H]3CN(Cc4cccc(Cl)c4)C(=O)[C@]34CCCN24)c1C`?
PAX8 inh HTS: 11; CASP6 VEID inh: 3; SIRT5 block: 11; ARNT-TACC3 inh: 4; DENV2 CPE: 2; EWS-Fli block: 1; LGR2 antag: 1

What do the screens show for `C[C@H]1CN([C@@H](C)CO)C(=O)Cc2cc(NC(=O)CCC(F)(F)F)ccc2O[C@@H]1CN(C)C(=O)Nc1ccc(C(F)(F)F)cc1`?
PAX8 inh HTS: -2; ARNT-TACC3 inh: -5; DENV2 CPE: -6; EWS-Fli block: -1; LGR2 antag: -2

Results for CCn1ncc(CNC(=O)C2(C)CC2(Cl)Cl)c1C (stereo not given) ?
PAX8 inh HTS: 3; CASP6 VEID inh: -1; SIRT5 block: 1; ARNT-TACC3 inh: -7; DENV2 CPE: -4; EWS-Fli block: -3; LGR2 antag: 6

Results for CC12CN3CC(C)(CN(C1)C3c1ccc3c(c1)OCO3)C2 (stereo not given) ?
PAX8 inh HTS: -13; CASP6 VEID inh: -5; SIRT5 block: -8; ARNT-TACC3 inh: -2; EWS-Fli block: -14; LGR2 antag: -1

What do the screens show for `COc1ccccc1/C=C(/C(=O)OCC(=O)Nc1cc(C)ccc1C)c1ccccc1`?
PAX8 inh HTS: 7; CASP6 VEID inh: -3; SIRT5 block: -2; ARNT-TACC3 inh: -6; DENV2 CPE: 15; EWS-Fli block: -5; LGR2 antag: -3

Results for CC(NC(=O)COc1ccccc1)C(c1cccs1)N1CCCC1 (stereo not given) ?
PAX8 inh HTS: -7; CASP6 VEID inh: -4; SIRT5 block: 0; ARNT-TACC3 inh: -1; DENV2 CPE: 1; EWS-Fli block: -11; LGR2 antag: 0

What do the screens show for `O=C(Nc1ncnc2c1ncn2[C@@H]1O[C@H](/C=C/C(=O)N2CCN(c3ccc(F)cc3)CC2)[C@@H](O)[C@H]1O)c1ccccc1`?
PAX8 inh HTS: 1; CASP6 VEID inh: 3; SIRT5 block: -3; DENV2 CPE: 1; EWS-Fli block: 4; LGR2 antag: -4

How did O=C(NCc1ccc(Cl)cc1)C1CCC(CNc2c(N3CCCCC3)c(=O)c2=O)CC1 (stereo not given) do in these assays?
PAX8 inh HTS: 4; CASP6 VEID inh: 1; SIRT5 block: 2; ARNT-TACC3 inh: -11; DENV2 CPE: -1; EWS-Fli block: 4; LGR2 antag: 18

Results for CCOC(=O)c1cnc2c(c(C)nn2C)c1Oc1ccccc1F ?
PAX8 inh HTS: -7; CASP6 VEID inh: -5; SIRT5 block: -2; ARNT-TACC3 inh: -10; DENV2 CPE: -1; EWS-Fli block: 2

Results for C[C@H]1CCC[C@@]2(O[C@H](CCO)C[C@H](O)[C@H]2O)O1 ?
PAX8 inh HTS: -12; CASP6 VEID inh: -1; ARNT-TACC3 inh: 26; DENV2 CPE: -8; EWS-Fli block: -6; LGR2 antag: -6

What do the screens show for `O=C1CC(Nc2cc(=O)[nH]c(=O)[nH]2)C(=O)N1c1ccccc1Cl` (stereo not given)?
PAX8 inh HTS: -6; CASP6 VEID inh: -7; SIRT5 block: -1; ARNT-TACC3 inh: 3; EWS-Fli block: -1; LGR2 antag: 7

How did Cc1ccccc1NC(=O)COC(=O)/C=C/c1cn(-c2ccccc2)nc1-c1cccnc1 do in these assays?
PAX8 inh HTS: 2; ARNT-TACC3 inh: 1; LGR2 antag: 4

How did CCCN1[C@@H]2c3ccc(-c4ccncc4)c(=O)n3C[C@@H]2[C@@H](CO)[C@@H]1C(=O)OC do in these assays?
CASP6 VEID inh: 0; SIRT5 block: 1; DENV2 CPE: -2; EWS-Fli block: 1; LGR2 antag: -8

Results for C[C@@H]1CCCCO[C@@H](CN(C)S(=O)(=O)c2ccc(Cl)cc2)[C@@H](C)CN([C@H](C)CO)C(=O)c2cc(NC(=O)CCCN(C)C)ccc2O1 ?
PAX8 inh HTS: 9; CASP6 VEID inh: -6; SIRT5 block: -4; ARNT-TACC3 inh: 6; DENV2 CPE: 9; EWS-Fli block: -5; LGR2 antag: -33

What do the screens show for `COc1ccc(/C=C(\C#N)C(=O)NCc2cccnc2)cc1OC`?
PAX8 inh HTS: -2; CASP6 VEID inh: 1; SIRT5 block: 1; ARNT-TACC3 inh: -2; DENV2 CPE: 5; EWS-Fli block: -8; LGR2 antag: 20

What do the screens show for `O=c1c(-c2ccc(O)cc2)coc2cc(OC3OC(CO)C(O)C(O)C3O)ccc12` (stereo not given)?
PAX8 inh HTS: -113; CASP6 VEID inh: 2; ARNT-TACC3 inh: -3; DENV2 CPE: 17; EWS-Fli block: -40; LGR2 antag: 8

How did COc1ccc(-c2csc(NC(CO)c3nc4ccccc4n3CCOCCO)n2)cc1 (stereo not given) do in these assays?
PAX8 inh HTS: -6; CASP6 VEID inh: 4; SIRT5 block: -1; ARNT-TACC3 inh: 11; DENV2 CPE: -14; EWS-Fli block: -15; LGR2 antag: -18

Results for CS(=O)(=O)N1[C@@H](C#N)[C@@H](c2ccc(C#CC3CC3)cc2)[C@@H]1CO ?
PAX8 inh HTS: 1; CASP6 VEID inh: -1; SIRT5 block: 3; ARNT-TACC3 inh: 7; DENV2 CPE: 2; EWS-Fli block: -5; LGR2 antag: -1

How did CC(=O)N1C[C@H]2CON(C)[C@H]2C[C@H]1c1cccc(-c2ccccc2)c1 do in these assays?
PAX8 inh HTS: -4; CASP6 VEID inh: 7; SIRT5 block: -10; ARNT-TACC3 inh: -2; DENV2 CPE: -7; EWS-Fli block: 9; LGR2 antag: -14

What do the screens show for `O=C(NCc1ccc(F)cc1)c1cc(C2CCCCN2S(=O)(=O)c2ccccc2)on1` (stereo not given)?
PAX8 inh HTS: 15; CASP6 VEID inh: 0; SIRT5 block: -2; DENV2 CPE: 3; EWS-Fli block: 4; LGR2 antag: 0

What do the screens show for `Cc1ccc(-c2ccnc(-c3ccc(O)cc3)n2)cc1`?
PAX8 inh HTS: -59; CASP6 VEID inh: -2; SIRT5 block: -2; ARNT-TACC3 inh: 5; DENV2 CPE: -2; EWS-Fli block: -74; LGR2 antag: -54

How did c1cc2c(cn1)cnc1cscc12 do in these assays?
PAX8 inh HTS: -19; CASP6 VEID inh: 2; SIRT5 block: -4; ARNT-TACC3 inh: -7; DENV2 CPE: 0; EWS-Fli block: -10; LGR2 antag: -1

What do the screens show for `Cc1cccc(C(P(=O)(c2ccccc2)c2ccccc2)P(=O)(c2ccccc2)c2ccccc2)n1`?
PAX8 inh HTS: -15; ARNT-TACC3 inh: 2; LGR2 antag: -5

What do the screens show for `Nc1nc(Cl)nc2c1ncn2C1CCC(CO)O1` (stereo not given)?
PAX8 inh HTS: -21; CASP6 VEID inh: -2; DENV2 CPE: -6; EWS-Fli block: -1; LGR2 antag: -3

What do the screens show for `C[C@H]1CN([C@@H](C)CO)C(=O)Cc2cc(N(C)C)ccc2O[C@H]1CN(C)Cc1ccc(Oc2ccccc2)cc1`?
PAX8 inh HTS: 16; CASP6 VEID inh: 1; SIRT5 block: 0; ARNT-TACC3 inh: 45; DENV2 CPE: -6; EWS-Fli block: 5; LGR2 antag: 0

How did CC1CC(C)CN(c2nc3c(c(=O)n(C)c(=O)n3C)n2CCSc2nc3ccccc3o2)C1 (stereo not given) do in these assays?
PAX8 inh HTS: -11; CASP6 VEID inh: 0; SIRT5 block: 4; ARNT-TACC3 inh: -3; DENV2 CPE: 6; EWS-Fli block: 1

What do the screens show for `CCOC(=O)/C=C1\CC(C(=O)OCC)Oc2c(OC)cccc21` (stereo not given)?
PAX8 inh HTS: -5; CASP6 VEID inh: 4; SIRT5 block: 1; ARNT-TACC3 inh: 4; DENV2 CPE: -9; EWS-Fli block: 6; LGR2 antag: -2

Results for O=C(NCCc1ccc(F)cc1)c1ccc2nccnc2c1 ?
PAX8 inh HTS: -164; CASP6 VEID inh: 2; SIRT5 block: 16*; ARNT-TACC3 inh: 0; DENV2 CPE: -1; EWS-Fli block: -59; LGR2 antag: -5

Results for COc1ccccc1CNC(=O)C(C)n1cccc1C(=O)c1ccccc1 (stereo not given) ?
PAX8 inh HTS: 2; CASP6 VEID inh: -1; SIRT5 block: 5; ARNT-TACC3 inh: 4; DENV2 CPE: 1; EWS-Fli block: 1; LGR2 antag: -7

How did CCOC(=O)c1c(NC(=O)CN2C(=O)C(=O)N(CC(C)C)C2=O)sc(C)c1CC do in these assays?
PAX8 inh HTS: -1; CASP6 VEID inh: -3; SIRT5 block: 1; DENV2 CPE: -2; EWS-Fli block: 2; LGR2 antag: 5

Results for CN(C(=O)CSc1nnc(-c2ccc(Cl)cc2)n1C)C1CCS(=O)(=O)C1 (stereo not given) ?
PAX8 inh HTS: 3; CASP6 VEID inh: 1; SIRT5 block: 3; DENV2 CPE: 12; EWS-Fli block: 0; LGR2 antag: -7

What do the screens show for `CCOc1ccc(OCC(=O)Nc2ccc(S(N)(=O)=O)cc2)cc1`?
PAX8 inh HTS: -5; CASP6 VEID inh: -3; SIRT5 block: -1; ARNT-TACC3 inh: 7; DENV2 CPE: 7; EWS-Fli block: -6; LGR2 antag: -3

Results for Cc1cc(C)cc(NC(=O)Cn2nnc3ccccc3c2=O)c1 ?
PAX8 inh HTS: -3; CASP6 VEID inh: 1; SIRT5 block: 3; ARNT-TACC3 inh: 0; DENV2 CPE: 1; EWS-Fli block: 18; LGR2 antag: 20

What do the screens show for `CCc1nc(SCc2ccccc2C#N)n[nH]1`?
PAX8 inh HTS: -1; CASP6 VEID inh: 0; SIRT5 block: -4; ARNT-TACC3 inh: -4; DENV2 CPE: -1; EWS-Fli block: -6; LGR2 antag: 0

How did COc1cccc(C2CC(c3cccs3)=NN2C(=O)CSC2=NCCS2)c1OC (stereo not given) do in these assays?
PAX8 inh HTS: 5; CASP6 VEID inh: -1; SIRT5 block: -3; ARNT-TACC3 inh: 4; DENV2 CPE: -8; EWS-Fli block: 6; LGR2 antag: 10

How did COc1ccc(/C=C/C(=O)OCC(=O)NCCCc2ccccc2)cc1OC do in these assays?
PAX8 inh HTS: 10; CASP6 VEID inh: 3; SIRT5 block: 2; ARNT-TACC3 inh: 5; DENV2 CPE: 17; EWS-Fli block: 2; LGR2 antag: -10

Results for O=C(NNC(=O)C1CCCN(c2ncccn2)C1)c1ccncc1 (stereo not given) ?
PAX8 inh HTS: 9; ARNT-TACC3 inh: -2; LGR2 antag: 8

What do the screens show for `O=C(Nc1cccc(Cl)c1)C1CCCN(S(=O)(=O)c2cnc[nH]2)C1` (stereo not given)?
PAX8 inh HTS: -6; CASP6 VEID inh: 3; ARNT-TACC3 inh: -3; DENV2 CPE: -3; EWS-Fli block: -3; LGR2 antag: -14

Results for Cc1ccccc1-c1nsc(SCC(=O)c2ccc(Cl)cc2)n1 ?
PAX8 inh HTS: 20; CASP6 VEID inh: -2; SIRT5 block: 1; ARNT-TACC3 inh: -3; DENV2 CPE: -1; EWS-Fli block: 12; LGR2 antag: -6

How did NC(=O)c1nsc(C(=O)N(Cc2ccccc2F)C(C(=O)NCC2CCCO2)c2ccc(F)cc2)c1N (stereo not given) do in these assays?
PAX8 inh HTS: 5; CASP6 VEID inh: 0; SIRT5 block: -1; ARNT-TACC3 inh: -6; DENV2 CPE: 3; EWS-Fli block: 2; LGR2 antag: -11

Results for C[C@H](CO)N1C[C@H](C)[C@H](CN(C)C(=O)c2ccccc2F)Oc2ncc(-c3ccc(F)cc3)cc2C1=O ?
CASP6 VEID inh: 1; SIRT5 block: 7; ARNT-TACC3 inh: -5; DENV2 CPE: -7; EWS-Fli block: -3; LGR2 antag: -6

What do the screens show for `C/C(CC(=O)Nc1ccc(Br)cc1)=N\NC(=O)c1cccc(O)c1`?
PAX8 inh HTS: -9; CASP6 VEID inh: 8; SIRT5 block: 3; ARNT-TACC3 inh: 5; DENV2 CPE: -1; EWS-Fli block: 0; LGR2 antag: -10

What do the screens show for `CCCNC(=O)[C@H]1[C@H](CO)[C@H]2Cn3c(ccc(-c4ccccc4F)c3=O)[C@H]2N1CC1CC1`?
CASP6 VEID inh: 0; SIRT5 block: 1; ARNT-TACC3 inh: -3; DENV2 CPE: 1; EWS-Fli block: 5; LGR2 antag: -2

What do the screens show for `COc1cc(C(=O)NC2=NCCS2)cc(OC)c1OC`?
CASP6 VEID inh: 0; SIRT5 block: -1; LGR2 antag: -1
